From PubChem BioAssay
sPLA2-III inh = Blocks human group III sPLA2 activity; QFRET BODIPY PC-A2 liposome hydrolysis, fluorescence; 0.56% of 370,000 active; Q9NZ20; AID 743126; inhibition, % at 12.2 µM;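 active = inhibition above mean plus 3 SD of compounds lying within the high and low control bounds, cut at about 19% in these data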;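 note: 0% = median of test compound wells and 100% = no enzyme DMSO wells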
Target sequence (Q9NZ20 whole entry, looked up): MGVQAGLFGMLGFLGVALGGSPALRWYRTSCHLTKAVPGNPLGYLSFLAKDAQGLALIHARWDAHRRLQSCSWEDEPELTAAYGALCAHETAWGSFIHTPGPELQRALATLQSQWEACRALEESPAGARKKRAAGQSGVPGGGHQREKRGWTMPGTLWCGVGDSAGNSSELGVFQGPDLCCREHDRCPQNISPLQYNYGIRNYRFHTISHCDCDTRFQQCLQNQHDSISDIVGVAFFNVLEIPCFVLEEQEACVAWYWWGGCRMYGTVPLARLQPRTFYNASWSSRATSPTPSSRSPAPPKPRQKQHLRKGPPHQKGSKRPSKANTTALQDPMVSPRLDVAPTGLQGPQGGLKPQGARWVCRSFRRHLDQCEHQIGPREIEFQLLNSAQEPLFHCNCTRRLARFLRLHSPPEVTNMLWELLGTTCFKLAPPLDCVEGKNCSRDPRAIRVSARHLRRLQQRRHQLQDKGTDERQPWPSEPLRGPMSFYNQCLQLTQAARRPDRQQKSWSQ
ssDAF12 agonist = S. stercoralis DAF-12 activation, primary screen | AID 652126 | 1% of 370,000 active | HEK293 ssDAF-12/GRIP1 lit1-tk-luc reporter, luminescence; % of 3 µM dafachronic acid response | activation, % at 6.8 µM;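 active = activation above the mean over all tested compounds plus 3 SD, cut at about 0.9% in these data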;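 note: 0% = DMSO-only wells and 100% = 3 µM delta7-dafachronic acid wells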
SMARCA2 act = increases SMARCA2 function in MMTV reporter cells | 1% of 370,000 active | activation, % at 9.1 µM | AID 652017 | MG213 cells, MMTV-luciferase reporter, dexamethasone, overnight; in the data active = activation above about 7.8%;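 note: 0% = vehicle wells and 100% = reference activator wells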
FXN GAA850 act = frataxin GAA850 promoter activation | HEK293 lucGAA850 FXN promoter luciferase reporter, 24 h; percent of 10 µM SAHA response | activation, % at 6 µM | 0.56% of 360,000 active | AID 540364;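 active = activation above the average of all compounds screened plus 3 SD, cutoff fixed separately per campaign, cut at about 7.5% in these data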;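 note: 0% = DMSO wells and 100% = 10 µM SAHA wells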
GC-B act = GC-B (human) receptor activation; P20594; HEK293-GC-B cells, CNP EC30, cGMP TR-FRET; 0% at EC30 CNP, 100% saturating CNP; activation, % at 10 µM; 0.11% of 370,000 active; AID 1920062;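 active = activation at 10 µM reaching about 35% in either raw or pattern-adjusted values, limit read from the data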
hgDAF12 agonist = activates the H. glycines DAF-12 receptor ligand-binding domain | HEK293 GAL4-hgDAF12 UAS-luciferase reporter, agonist luminescence; normalized to butyrate control | activation, % at 6.8 µM | 1.8% of 370,000 active;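 active = activation above a cutoff set at the mean of all screened compounds plus 3 SD, cut at about 10% in these data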;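 note: 0% = DMSO wells and 100% = sodium butyrate wells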
DAX1 inh-1 = inhibitors of DAX1 repression of SF-1 activated StAR promoter; 1.1% of 370,000 active; AID 652010; HEK293T StAR-luciferase reporter, SF-1/DAX-1 repression relief; inhibition, % at 6.8 µM;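 active = inhibition above the mean over all tested compounds plus 3 SD, cut at about 3.6% in these data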;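 note: 0% = DAX-1 cells with DMSO and 100% = cells lacking DAX-1 with DMSO; higher inhibition means more luminescence from relief of DAX-1 repression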
DAX1 inh-2 = NR0B1 (DAX1) inhibition | P51843 | HEK293 Gal4-DAX1 luciferase reporter, luminescence | inhibition, % at 6.75 µM | 0.99% of 340,000 active | AID 504766;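 active = inhibition above the mean over all tested compounds plus 3 SD, cut at about 4.2% in these data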;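 note: 0% = DAX1-transfected cells with DMSO and 100% = empty-vector control cells with DMSO; inhibition shows as a rise in luminescence from relieved DAX1 repression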
Target sequence (P51843 207-470 limits assumed): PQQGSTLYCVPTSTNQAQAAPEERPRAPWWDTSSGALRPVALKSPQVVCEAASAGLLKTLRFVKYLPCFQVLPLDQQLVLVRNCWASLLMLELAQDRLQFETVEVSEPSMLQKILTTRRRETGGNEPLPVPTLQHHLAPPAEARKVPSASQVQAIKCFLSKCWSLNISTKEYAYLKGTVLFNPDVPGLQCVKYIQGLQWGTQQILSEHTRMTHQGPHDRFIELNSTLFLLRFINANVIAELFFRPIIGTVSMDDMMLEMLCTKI
proKLK7 act = proKLK7 (human) activation, primary screen | activation, % at 7 µM | purified proKLK7, EDANS-DABCYL substrate fluorescence; 100% is mature enzyme control, 0% vehicle | 0.9% of 370,000 active | P49862;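 active = activation above the mean of all tested compounds plus 3 SD, computed per campaign excluding outliers beyond control limits, cut at about 13% in these data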
Target sequence (P49862 whole entry, looked up): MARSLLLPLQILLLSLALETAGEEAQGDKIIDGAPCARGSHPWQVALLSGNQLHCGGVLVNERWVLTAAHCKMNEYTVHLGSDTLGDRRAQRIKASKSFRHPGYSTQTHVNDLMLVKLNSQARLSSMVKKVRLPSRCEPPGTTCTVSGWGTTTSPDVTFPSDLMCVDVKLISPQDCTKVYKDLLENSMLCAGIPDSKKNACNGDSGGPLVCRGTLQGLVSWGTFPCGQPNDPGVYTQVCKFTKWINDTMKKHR
hcDAF-12 act = activates DAF-12 receptor from parasite H. contortus. HEK293 hcDAF-12 lit1-tk-luc reporter, luminescence; 0% DMSO, 100% Δ7-dafachronic acid. activation, % at 6.8 µM. 1.4% of 370,000 active. AID 652067;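 active = activation above the mean of all tested compounds plus 3 SD, cut at about 5.5% in these data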;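 note: 100% = response to 3 µM Δ7-dafachronic acid high control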
NPR1 activator = GC-A (human) enzyme activation | P16066 | HEK293 GC-A cells, cGMP TR-FRET, EC30 ANP; 0% at EC30 ANP, 100% saturating ANP | activation, % at 10 µM | 0.14% of 370,000 active | AID 1671463; in the data active = activation above about 40%
Active calls of the source: *; nt = no result given.

SMILES	hgDAF12 agonist	proKLK7 act	NPR1 activator	GC-B act	DAX1 inh-1	DAX1 inh-2	hcDAF-12 act	FXN GAA850 act	ssDAF12 agonist	SMARCA2 act	sPLA2-III inh
Cc1ccc(CCNC(=O)C2CCN(S(=O)(=O)c3ccc4c(c3)NC(=O)CO4)CC2)cc1	-1.9	0.5	0	-2	-0.4	-0.5	0.0	-1.5	-0.6	-3	-1
CC1=C(C(=O)N2CCOCC2)CC(CC(=O)NCc2cccc3ccccc23)C(=O)N1Cc1ccc(F)cc1 (configuration not stated)	-1.4	-0.9	-1	5	-1.4	-1.0	-1.6	1.5	-0.8	-5	-2
CC(C)CNC(=O)C(=O)NCc1ccccn1	1.9	-0.5	-2	-1	0.1	0.3	-1.4	1.1	-1.6	-4	2
CC(=O)Nc1ccc(S(=O)(=O)NCCC(=O)OCC(=O)c2ccc(F)c(F)c2)cc1	-1.9	0.0	-1	0	0.7	-0.7	-1.3	0.1	-0.9	-1	-1
CCOc1ccc(C(=O)NCc2cccnc2)cc1[N+](=O)[O-]	-1.8	0.7	4	0	-0.2	-0.2	-1.5	0.2	-0.8	-1	3
CCCCc1nc(Cl)c(C#N)c2c1CSC(C)(C)C2	-0.5	0.1	-3	-5	0.3	-1.6	-3.2	2.2	-1.2	2	-1
COc1cc2c(cc1OC)C(c1cccs1)N(C(=O)c1ccncc1)CC2 (configuration not stated)	-1.2	0.4	-3	0	0.4	-0.4	-1.0	-2.9	-1.5	2	-2
COC(C[C@@H](O)C[C@H](O)[C@@H](C)OCc1ccccc1)OC	-0.2	-0.2	3	9	0.7	1.0	1.1	-0.9	-1.5	0	5
CCCOC(=O)c1ccc(S(N)(=O)=O)o1	-0.1	0.3	2	2	0.8	0.1	-1.7	2.1	-0.7	0	6
O=C1CC(c2ccccc2)Cc2nc(NC3CC3)ncc21 (configuration not stated)	0.5	-0.7	2	6	-1.2	-0.8	1.6	3.8	-0.8	-2	4
Cc1ccc(NS(=O)(=O)c2cccc(C(=O)N3CCCCCCC3)c2)cc1	0.8	-0.6	1	-4	-2.5	-1.3	-2.0	2.6	-1.3	0	-13
O=NN(CC(=O)NN=CC=Cc1ccccc1)CC(=O)NN=CC=Cc1ccccc1	1.5	-0.3	-13	-6	1.6	nt	-0.2	nt	-1.1	4	-6
CN(C)CCN(C(=O)c1ccc2c(c1)CCCC2)c1nc2c(F)cccc2s1	2.5	-0.1	-1	-3	0.9	0.5	-0.1	0.7	-0.9	1	-3
COc1ccc(Cn2c(-c3ccc(OC)cc3)nc3ccccc32)cc1	-0.8	-0.1	6	8	1.1	0.3	-0.1	3.3	-0.5	-3	12
CC1CCN(C(=O)Cn2cc(C#N)c3ccccc32)CC1	-0.6	0.0	-5	-10	0.1	-1.1	-1.8	-0.9	-1.7	0	6
Cc1cc(=O)oc2cc(OCC3CC(c4ccc(Cl)cc4)=NO3)ccc12 (configuration not stated)	0.5	-1.2	-6	-12	-0.1	1.1	-1.9	-4.3	-1.7	2	4
O=C(CSc1nnc(COc2cccc3cccnc23)o1)c1ccc(F)cc1	-0.7	0.1	1	1	-1.0	-1.3	-1.0	-3.4	-1.6	-5	-41
O=C(NC(Cc1ccccc1)c1ccc2c(c1)OCCCO2)c1ccccc1 (configuration not stated)	1.3	0.2	-1	1	-0.6	0.0	-0.8	-2.6	-0.4	3	-6
COc1ccc(N2CCN(S(=O)(=O)CCNC(=O)/C=C/c3ccc4c(c3)OCO4)CC2)cc1	0.1	-13	-5	4	-1.8	-2.0	-2.9	1.7	-0.8	-2	3
CCn1cc(C2=NC(C)(C)CO2)c2ccccc21	0.9	0.3	5	1	-0.3	-0.5	-0.9	3.5	-1.6	0	2
Cc1ccc(SCc2ccc(C(=O)Nc3cc([N+](=O)[O-])ccc3C)cc2)cc1	0.7	0.1	-2	0	0.5	-0.7	0.1	4.1	-0.4	-3	6
CC1(C(=O)NS(=O)(=O)C2CC2)CCCN(C(=O)c2cccc(C(F)(F)F)c2)C1 (configuration not stated)	-1.7	0.2	5	4	-0.4	nt	-0.5	0.5	-1.1	-5	1
C=CCN(CC#Cc1ccccc1)Cc1ccc2c(c1)OCO2	-1.0	-0.2	4	8	-0.9	nt	-1.0	nt	-1.1	-2	2
Cc1cccc(-n2c(-c3ccoc3C)n[nH]c2=S)c1	2.6	0.4	1	3	-0.4	0.4	-1.5	0.3	-0.3	-2	20*
OCC[C@H]1C[C@H](O)[C@@H](O)[C@@]2(CCCCO2)O1	-1.3	0.4	0	-3	0.1	-0.5	-1.6	3.3	-1.3	1	6
COC(=O)C1=C(C)OC(N)=C(C#N)C1c1cc(C)sc1C (configuration not stated)	0.0	0.8	-6	2	0.0	-0.4	-0.4	-1.9	-1.2	-1	-5
Cc1ccc2[nH]c(CCN(C)C)c(CC#N)c2c1	-1.0	1.4	-6	-3	-0.2	2.1	-0.3	-3.3	-0.9	-3	6
COc1ccccc1S(=O)(=O)Cc1ccc(C(=O)NC(C)c2ccc3c(c2)OCCO3)o1 (configuration not stated)	-2.5	0.3	3	-1	0.3	-0.3	-1.3	0.3	-1.1	-2	2
CC1=C(C(=O)O)N2C(=O)C(NC(=O)c3ccccc3Cl)C2SC1 (configuration not stated)	0.2	-0.3	5	3	-0.3	2.6	0.4	-0.1	-1.2	0	0
C=CCNc1nc2ccccc2nc1NS(=O)(=O)c1cccs1	0.7	0.2	7	7	0.7	-0.9	-0.6	0.6	-1.5	0	-5
CCNc1nc(NCC)n2c(SCC(=O)NCC3CCCCC3)nnc2n1	-1.0	0.1	-2	-9	-0.1	-0.9	0.5	-1.2	-0.9	0	2
Cc1ccc(NC(=O)c2oc3ccc(S(=O)(=O)N4CCC5(CC4)OCCO5)cc3c2C)cc1C	1.2	0.3	2	9	0.5	1.0	2.5	-3.5	-0.6	-1	0
COc1cc(C(=O)Oc2ccccc2OC(=O)c2cc(OC)c(OC)c(OC)c2)cc(OC)c1OC	-0.6	0.0	-2	-6	0.9	0.3	-0.5	1.1	-1.2	7	2
Cc1ccc(NC(=O)COC(=O)COc2cccc3c2OC(C)(C)C3)c(C)c1	-1.2	-0.1	1	3	-1.3	-0.7	0.2	-1.3	-1.0	-3	9
CCC(=O)Nc1ccc(-c2nc3ccccc3c(=O)o2)cc1	2.4	0.5	5	2	0.3	-1.5	-0.8	-0.7	-1.3	-1	-1
COc1ccc(Cl)cc1NC(=O)CN(C)C(=O)CCSc1ccc(C)cc1	2.2	-0.4	-2	0	-1.1	0.1	-2.8	0.2	-1.8	0	-23
CC(=O)Nc1cccc(C(=O)OC(C)C(=O)NCc2ccc3c(c2)OCO3)c1 (configuration not stated)	-2.3	-0.2	4	1	0.2	-2.1	-0.2	2.3	-0.3	-3	14
[2H]C(CCOS(N)(=O)=O)c1ccc(C(C)(C)C)cc1 (configuration not stated)	-6.5	-0.3	-4	-4	-1.6	-3.0	-4.3	-6.5	-2.1	-3	-1
Fc1ccc(Cl)cc1/C=N/n1cnnc1SCc1ccccc1	-2.0	0.3	2	1	-0.5	-0.1	-1.6	1.4	-1.4	-1	-15
CCOc1ccc(C(=O)COC(=O)c2cc([N+](=O)[O-])ccc2N2CCOCC2)cc1	-1.2	-0.4	0	-2	0.8	-1.3	-0.4	-3.5	-1.0	-1	0
O=C1CCC([N+](=O)[O-])C(c2ccc(Cl)cc2Cl)N1 (configuration not stated)	-1.0	0.0	0	1	0.3	1.0	-2.1	0.1	-1.7	0	6
COc1cc2c(cc1OC)C(c1c(Cl)cccc1Cl)=NCC2	-8.8	3.6	-3	1	-4.7	nt	-5.1	nt	-2.8	-3	7
N#Cc1c(-c2ccc([N+](=O)[O-])cc2)nc2n(c1=O)CCS2	-4.5	-0.6	-1	-2	-0.7	0.2	-0.7	-0.7	-0.3	-2	15
CC(C)(C)NC(=O)NC(=O)COC(=O)c1cccc(S(=O)(=O)N2CCCCC2)c1	0.9	-0.6	4	-2	-0.1	-0.4	-2.4	0.1	-0.7	-3	2
CCn1c(SCC(=O)Nc2ccc3c(c2)OCO3)nnc1-c1cnccn1	0.1	0.6	-1	-1	-1.1	1.6	-0.3	0.8	-1.6	2	0
COc1ccc(CN(CC(=O)NCc2ccc3c(c2)OCO3)C(=O)c2csnn2)cc1	-0.9	0.4	-6	3	-0.3	0.2	0.3	-0.5	-0.5	-2	-3
CC1=C(/C=C/C(C)=C/C=C/C(C)=C\C(=O)O)C(C)(C)CCC1	-4.9	0.1	-1	7	5.9*	-1.4	-2.8	-0.5	-1.4	4	-4
C#CC1(O)CC(C)N(C)C(C)C1 (configuration not stated)	0.7	0.8	2	6	-0.8	1.6	-0.7	1.4	-0.7	-1	-1
Cc1cccc(C)c1NC(=O)NN=C1CCCCC1	-0.7	-0.2	2	4	-0.3	-2.8	-1.0	0.4	-1.4	1	-7
CCCCCC(=O)N1C[C@H](n2cc(COC(=O)c3ccccc3)nn2)[C@@H](O)C[C@@H]1c1ccccc1	0.7	-0.4	1	5	-0.4	1.6	-0.6	0.5	-0.9	-6	-3
Cn1cccc1CNC(=O)Nc1ccc(Cl)c(Cl)c1	8.8	-0.6	-3	-11	0.9	-0.3	4.0	0.7	-0.5	2	-12
COc1cccc(-c2cnc3c(NC(C)=O)cc(-c4cc(F)ccc4OC)cn23)c1	-2.2	-2.2	-3	4	-1.5	nt	-0.5	-3.5	-1.6	-4	10
O/N=C/c1ccc(OCc2ccccc2F)c(Cl)c1	19*	0.3	2	-2	1.7	2.0	6.7*	5.8	-0.1	5	-15
CCCn1nc(C(=O)Nc2nnc(C3CC3)s2)c2ccccc2c1=O	0.3	0.2	-2	1	-0.2	-0.6	-1.8	1.7	-0.7	4	-9
CCn1ncc(Cl)c1C(=O)NC(=S)Nc1c(C)cc(C)cc1[N+](=O)[O-]	-1.5	-0.5	2	-7	-1.1	-1.2	-1.1	0.2	-1.0	-3	13
COc1ccc(C(=O)NNC(=S)NC(=O)c2ccccc2)cc1	-1.1	-1.3	3	7	-1.0	2.1	2.0	0.7	-0.7	2	32*
O=C(NCC(=O)N1CCN(C(=O)c2ccccc2)CC1)c1ccccc1	1.4	0.2	0	5	2.5	0.1	0.1	1.1	-1.5	-2	-6
c1cc2c(cc1Cn1cnnn1)OCO2	0.6	-0.7	-3	2	0.3	0.6	-1.3	1.4	-1.3	-2	-2
N#Cc1nc(-c2ccccc2)oc1NCC1CCCO1 (configuration not stated)	1.7	8.1	7	3	-0.1	0.3	-0.8	5.5	-1.5	-1	9
COc1cccc(C2CC(c3ccc(Cl)cc3)Nc3nc(N)nn32)c1 (configuration not stated)	-4.0	0.1	-4	-1	0.2	1.2	-0.2	-0.1	-1.4	0	0
